NRP1-CendR mod = NRP-1/CendR interaction modulation. 0.85% of 360,000 active. inhibition, % at 25 µM. O14786. FAM-RPARPAR peptide binding to NRP-1, fluorescence polarization;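 active = inhibition or corrected inhibition above about 18%, plus a signal ratio from 0.5 to 1.5, limit read from the data, passing the limit was not always enough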; note: strong numbers were not always called active
PABP1 MLLE inh = inhibitors of microRNA-mediated deadenylation, human PABP1 MLLE binding; P11940; GST-MLLE / FITC-PAM2 fluorescence polarization; inhibition, % at 20 µM; 0.36% of 360,000 active; AID 588489; in the data active = inhibition above about 35%, passing the limit was not always enough;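 note: plate controls were DMSO wells with GST-MLLE for no effect and wells lacking GST-MLLE protein for full effect; some results filed as inactive read as strong as hits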
SKN-1 inh = C. elegans SKN-1 inhibition; C. elegans VP596 Pgst-4::GFP/RFP ratio, acrylamide-induced, 24 h; inhibition, % at 21.8 µM; 0.49% of 360,000 active; AID 624304;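 active = interference check ratio from 0.5 to 1.5 plus GFP to RFP signal ratio inhibition reaching or exceeding a fixed threshold, cut at about 30% in these data, passing the limit was not always enough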; note: some compounds called inactive have numbers as strong as hits
Rin1-Abl PPI inh = blocks binding of human Rin1 to Abl; TR-FRET Rin1/Abl binding, biochemical; inhibition, % at 7.35 µM; P00519+Q13671; 0.4% of 360,000 active; AID 588664; in the data active = inhibition above about 5%, passing the limit was not always enough
FAS-TE inh = inhibitors of human fatty acid synthase thioesterase domain | recombinant FAS-TE, OMFH fluorogenic substrate, fluorescence endpoint | inhibition, % at 15 µM | 0.67% of 360,000 active;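 active = compounds whose normalised, plate-corrected inhibition of enzyme fluorescence in the single-dose primary screen is 50% or more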;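 note: 0% = DMSO with enzyme and 100% = substrate without enzyme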
MT1-MMP act inh = MT1-MMP (human) activation inhibition; GFP/RFP ratio change, % at 20 µM; 0.061% of 360,000 active; HT1080 RFP-PRO-GFP cells, GFP/RFP ratio fluorescence, overnight; percent of plate control window, DMSO zero; P50281;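 active = GFP/RFP ratio change of at least 30% with cell ATP level not reduced by more than half and red fluorescence within 50% of control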; note: strong numbers were not always called active
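Test system: HT1080 cells expressing an RFP-PRO-GFP fluorescent reporter construct / Compound dosing: single-point 20 µM compound, 1% DMSO / Schedule: cells overnight before dosing, compound overnight, 37 °C, 5% CO2 / Evaluation: GFP/RFP fluorescence ratio / Control set: DMSO and RFP-L50D-GFP cell wells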
E coli Lon inh = inhibitors of E. coli Lon protease; P0A9M0; purified E. coli Lon protease, fluorescence polarization; inhibition, % at 7.94 µM; 0.42% of 360,000 active; AID 602123; in the data active = inhibition above about 13%, passing the limit was not always enough;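 note: 0% = enzyme with probe and DMSO and 100% = no enzyme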
Target sequence (P0A9M0 whole entry, looked up): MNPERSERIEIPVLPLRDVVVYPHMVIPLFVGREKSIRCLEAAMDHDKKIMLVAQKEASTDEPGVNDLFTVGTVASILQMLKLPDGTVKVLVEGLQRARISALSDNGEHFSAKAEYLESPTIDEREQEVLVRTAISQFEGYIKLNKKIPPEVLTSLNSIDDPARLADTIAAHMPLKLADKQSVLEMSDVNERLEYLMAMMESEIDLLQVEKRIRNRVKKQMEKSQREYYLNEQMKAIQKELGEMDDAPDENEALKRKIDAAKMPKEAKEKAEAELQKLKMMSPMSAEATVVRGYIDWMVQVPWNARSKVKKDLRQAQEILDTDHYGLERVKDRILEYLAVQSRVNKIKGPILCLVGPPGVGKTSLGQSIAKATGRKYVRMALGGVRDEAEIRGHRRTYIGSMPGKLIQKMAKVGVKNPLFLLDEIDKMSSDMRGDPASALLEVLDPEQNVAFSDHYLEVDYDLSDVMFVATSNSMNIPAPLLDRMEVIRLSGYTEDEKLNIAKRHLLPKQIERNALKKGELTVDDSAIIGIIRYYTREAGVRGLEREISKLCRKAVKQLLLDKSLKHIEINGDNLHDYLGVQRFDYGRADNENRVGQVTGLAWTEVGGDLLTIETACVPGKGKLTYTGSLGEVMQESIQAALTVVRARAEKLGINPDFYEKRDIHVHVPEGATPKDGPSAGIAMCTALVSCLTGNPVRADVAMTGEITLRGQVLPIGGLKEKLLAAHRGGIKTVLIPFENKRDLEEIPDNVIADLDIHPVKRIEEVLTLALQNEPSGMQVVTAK
Neddylation inh = inhibitors of human cullin neddylation | P61081+Q13564 | TR-FRET cullin neddylation, biochemical | calls only at 25 µM | 0.58% of 360,000 active | AID 651699; in the data active = inhibition above about 36%
MsrA act = activates bovine MsrA enzyme; purified bovine MsrA, absorbance read-out; activation, % at 10.6 µM; 0.3% of 360,000 active; in the data active = activation above about 7.5%;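 note: 0% = vehicle and 100% = reference activator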
* marks the source's active call; other numbers are inactive results; i = inactive; . = not tested or not shown; + = active, no number.

Each structure is followed by: NRP1-CendR mod | PABP1 MLLE inh | SKN-1 inh | Rin1-Abl PPI inh | FAS-TE inh | MT1-MMP act inh | E coli Lon inh | Neddylation inh | MsrA act
O=[N+]([O-])c1ccc(-c2nc(Nc3ccc(O)cc3)c3ccccc3n2)cc1
    5.6 | 5.0 | 14.8 | -0.5 | 17.5 | -2.9 | -15.4 | i | -3.0
CCOC(=O)CC(N)c1cccc([N+](=O)[O-])c1 (centres undefined)
    -7.0 | -2.8 | -8.8 | -6.6 | -8.2 | 9.2 | -2.2 | i | 0.9
CC1(C(=O)NCCc2c[nH]c3ccccc23)C=CC2(CCCCC2)N1C(=O)c1ccccc1 (centres undefined)
    4.9 | 1.3 | 6.0 | 0.9 | 12.2 | -6.7 | -1.7 | i | -1.6
O=C(CCc1nnc2ccc(NCc3ccco3)nn12)Nc1cc(F)ccc1F
    -17.4 | 2.2 | 8.3 | 1.9 | -1.8 | -3.0 | -9.1 | i | -1.1
Cc1cc(C)c2nc(-c3ccccn3)cc(C(=O)Nn3cnnc3)c2c1
    -10.3 | -77.7 | 10.2 | 0.7 | -5.5 | -5.0 | -8.0 | i | -3.2
CN(CCc1ccccc1)C(=O)c1ccc(NC(=O)Cc2ccc(NC(=O)C3CCN(C(=O)c4ccccc4)CC3)cc2)cc1
    -5.5 | 4.9 | 8.9 | 41.4* | -6.5 | -5.7 | 0.8 | i | -0.6
Cc1ccc(Cl)cc1NC(=O)COC(=O)Cn1cnc2c1c(=O)n(C)c(=O)n2C
    14.0 | -2.4 | 3.9 | 3.5 | -3.5 | 5.8 | -5.6 | i | -7.8
C[C@H](CO)N1C[C@H](C)[C@@H](CN(C)Cc2ccncc2)Oc2c(NC(=O)c3ccncc3)cccc2C1=O
    2.9 | -1.8 | 6.6 | 9.3* | -18.9 | 1.2 | 2.6 | i | 2.4
COc1cc(C(c2sc3nc(C)nn3c2O)N2CCc3ccccc3C2)cc(OC)c1OC (centres undefined)
    -3.1 | -0.3 | -15.7 | -1.2 | -7.0 | -4.9 | -0.2 | i | -6.1
COc1ccc2nc(NC(=O)C3CCCN(S(=O)(=O)c4cccc5nsnc45)C3)sc2c1 (centres undefined)
    -33.5 | -1.4 | -4.3 | -6.0 | 11.3 | -13.1 | 2.6 | i | -2.5
N#CC1=C(N)Oc2cc(N)ccc2C1c1cccc(F)c1 (centres undefined)
    -15.7 | -18.9 | -6.2 | -4.6 | 0.2 | -18.1 | -20.3 | i | -2.2
O=S1(=O)CCC(NC(=S)SCc2ccccc2Br)C1 (centres undefined)
    -0.6 | 30.0 | 0.9 | -0.1 | 14.5 | -2.1 | -3.9 | i | -4.7
CCN(CC)c1ccc(C(=O)NN)cc1
    -5.4 | 4.6 | 1.5 | 2.4 | -3.8 | 0.0 | -0.9 | i | -5.0
CC(=O)Nc1cc(-c2ccc(N3CCN(C)CC3)cc2)cn2c(-c3ccc(F)cc3)cnc12
    -19.7 | -30.8 | -8.4 | -1.1 | 3.5 | -10.7 | -41.5 | + | 0.9
O=C(CN1CSCC1=O)N1CCN(S(=O)(=O)c2ccc(Cl)cc2)CC1
    8.4 | 22.3 | 17.0 | 4.2 | -4.0 | 7.6 | -10.6 | i | -0.9

Carrying on:
Each structure is followed by: NRP1-CendR mod | PABP1 MLLE inh | SKN-1 inh | Rin1-Abl PPI inh | FAS-TE inh | MT1-MMP act inh | E coli Lon inh | Neddylation inh | MsrA act
COC(=O)c1ccc(OCC(O)CN2C(=O)NC(C)(C)C2=O)cc1 (centres undefined)
    -7.9 | -5.5 | 12.9 | 0.7 | -5.9 | -2.4 | -11.2 | i | 0.4
COc1cccc(/C=N/n2c(C)nc3ccccc3c2=O)c1O
    1.9 | -10.7 | 20.2 | -5.6 | -9.0 | 3.8 | -19.9 | i | 1.5
Cc1cc(C)nc(NS(=O)(=O)c2ccc(NC(=O)c3cccc(N4C(=O)CCC4=O)c3)cc2)n1
    15.6 | -1.2 | -23.4 | -4.4 | -10.7 | -16.0 | 4.6 | i | -15.0
Cc1cccc(C(=O)NNC(=O)c2c(-c3ccccc3Cl)noc2C)c1O
    3.1 | 4.2 | 7.8 | -0.1 | 0.0 | 1.3 | 8.6 | i | -1.1
CC(NC(=O)c1cccnc1)C(c1ccccc1)N1CCN(C)CC1 (centres undefined)
    0.1 | -8.0 | 0.0 | -0.7 | -8.4 | -2.1 | -2.0 | i | -3.0
Nc1c(Cl)cc2c(c1Br)Cc1ccccc1-2
    7.5 | 13.9 | 9.7 | 3.3 | 1.4 | 4.4 | 0.3 | i | -1.8
O=C(Nc1nccs1)c1cccnc1Cl
    14.8 | -7.5 | -4.9 | 3.2 | 0.0 | -2.1 | 1.1 | i | -13.2
COC(=O)CCN1CCC(C(N)=O)CC1
    -1.0 | -9.2 | 8.1 | 2.7 | -6.4 | 0.2 | 0.7 | i | -1.3
C=C(C)CSc1[nH]c(=O)cc(C)c1C#N
    4.3 | 1.6 | -9.9 | 5.3 | -6.6 | -0.5 | 8.9 | i | -3.8
CN(C(=O)Nc1ccc(C(C)(C)C)cc1)C1CCCCC1
    15.2 | -2.6 | 8.8 | -2.6 | -1.4 | 1.8 | 6.1 | i | -1.5
O=C(NC1CC1)C1=C[C@H](c2ccc(Br)cc2)C[C@H](OCc2ccc(CO)cc2)O1
    2.6 | -3.2 | -10.7 | 2.7 | 9.2 | 6.0 | 4.1 | i | -2.7
O=C(O)c1ccc(/C=N\Nc2ccccn2)cc1
    2.3 | 11.6 | -11.3 | -0.7 | -7.5 | -1.4 | 17.0 | i | -14.2
O=C(c1cccc(S(=O)(=O)N2CCCC2)c1)N1CCCc2ccccc21
    -2.3 | 12.6 | -6.1 | -0.2 | 0.0 | -0.9 | 3.2 | i | -2.5
N#Cc1cccc(NC(=O)CN2NS(=O)(=O)c3ccccc3C2=O)c1
    4.0 | -3.1 | -11.4 | 1.6 | -26.7 | -2.6 | 1.6 | i | 2.1
C#CCOCCOCCOCCNc1nc(N2CCOCC2)nc(N2CCN(C(=O)[C@H](CCC(=O)O)n3cc(C(N)Cc4ccc(O)cc4)nn3)CC2)n1 (some centres undefined)
    8.7 | -8.2 | -7.2 | 2.1 | -10.5 | -1.6 | -6.6 | i | -5.1

(list continues)
Each structure is followed by: NRP1-CendR mod | PABP1 MLLE inh | SKN-1 inh | Rin1-Abl PPI inh | FAS-TE inh | MT1-MMP act inh | E coli Lon inh | Neddylation inh | MsrA act
CCC(c1nc2ccccc2[nH]1)n1c(-c2cccnc2)nc2ccccc21 (centres undefined)
    -2.3 | . | -10.9 | . | . | 5.6 | . | i | .
Cc1ccc(-n2c(C)cc(/C=C3/C(=N)N4C(c5ccccc5)=CSC4=NC3=O)c2C)cc1
    5.5 | -14.1 | 9.1 | 4.2 | 20.5 | -64.6 | -14.2 | i | -4.2
CCOC(=O)c1[nH]c(C)c(C(=O)c2cc(F)ccc2F)c1C
    1.7 | 4.7 | 8.7 | 2.8 | 4.6 | 10.0 | 6.0 | i | -6.7
O=C(Nc1sccc1C(=O)NCc1ccco1)c1cccnc1
    -63.9 | -35.2 | -16.5 | -1.1 | -6.1 | -4.5 | -34.5 | i | -6.9
COC(=O)C1=CNC=C(C(=O)OC)C1c1ccc(Cl)cc1
    -2.1 | 9.2 | 7.7 | 0.4 | -4.3 | -11.5 | 2.2 | . | -3.5
CCN1CCN(CC(=O)Nc2c(OC)cccc2OC)CC1
    5.6 | 1.5 | 9.7 | -1.9 | -0.3 | 1.0 | 4.2 | i | -3.9
COc1ccc(CN2CCCC(C(=O)N3CCCC3)C2)cc1 (centres undefined)
    3.1 | 9.9 | 2.3 | -0.2 | -9.5 | 2.9 | -8.2 | i | -3.1
Cc1c(C(=O)N2CCOCC2)sc(NC(=O)C(C)C)c1C#N
    -5.3 | 10.2 | 13.1 | 3.7 | -6.3 | 1.5 | 0.7 | i | -2.3
C#CCn1cc(/C=C2\NC(=O)NC2=O)c2ccccc21
    -1.2 | -6.7 | 23.7 | -1.9 | 0.3 | 3.6 | -19.2 | i | -1.6
O=C(c1ccc(Cl)c(S(=O)(=O)N2CCOCC2)c1)N1CCOCC1
    -0.4 | 0.8 | -9.6 | -0.3 | -3.5 | -1.6 | 2.6 | i | -8.1
Cc1csc(NC(=O)C(C)Oc2ccc(Cl)cc2C)n1 (centres undefined)
    -3.1 | 10.6 | -2.6 | -1.6 | 10.0 | -6.8 | -9.4 | i | -2.3
O=C(NNC(=O)C1CC1c1ccccc1)Nc1cccc(Cl)c1 (centres undefined)
    3.6 | 9.8 | -18.3 | -1.3 | -3.3 | -3.7 | -5.7 | i | -3.0
Cc1c2c(n3c(nc4ccccc43)c1C#N)N(CCN1CCOCC1)CC2
    -11.5 | -7.2 | 2.9 | -5.5 | 1.6 | -10.7 | -5.0 | . | -2.0
NC(=O)Cc1nc(-c2ccc([N+](=O)[O-])cc2)cs1
    -0.4 | -0.5 | 8.5 | -1.0 | 2.5 | -0.3 | 3.3 | i | -3.7
Cc1ccc(/C=N/NC(=O)Cn2ccc(C(F)(F)F)n2)o1
    16.4 | 13.3 | -1.2 | 4.1 | -2.5 | 0.3 | -11.7 | i | -1.9

Further results follow:
Each structure is followed by: NRP1-CendR mod | PABP1 MLLE inh | SKN-1 inh | Rin1-Abl PPI inh | FAS-TE inh | MT1-MMP act inh | E coli Lon inh | Neddylation inh | MsrA act
O=C(Nc1nccs1)c1ccc(COc2ccccc2Br)o1
    -10.4 | 5.6 | 10.2 | -1.9 | 23.7 | 2.0 | 4.3 | i | -2.6
COc1cccc([C@@H]2CC=C(C(=O)O)[C@H](c3ccccc3)N2S(=O)(=O)c2ccc(C)cc2)c1
    -2.7 | -15.1 | -9.0 | 3.9 | -1.4 | 2.7 | -11.5 | i | -2.0
CC(C)=CCC/C(C)=C/CNC(=O)C[C@H]1C[C@H](C(=O)N(C(C)C)C(C)C)[C@@]2(C)c3[nH]c4cc(-c5ccco5)ccc4c3CCN2C1=O
    -11.4 | -13.2 | 21.0 | -2.4 | 10.1 | -11.2 | -0.9 | . | 4.2
COc1ccccc1NC(=O)Nc1cccc(C(=O)O)c1
    -7.2 | -18.6 | 22.4 | 0.6 | -0.4 | 0.5 | -4.3 | i | -2.5
COCCN(C(=O)CSc1nnc(C)n1Cc1ccccc1)c1c(N)n(CC(C)C)c(=O)[nH]c1=O
    -3.3 | -0.3 | 0.6 | 1.5 | -4.1 | -1.2 | 1.9 | i | -4.1
COc1ccccc1CC(=O)O/N=C(\N)Cc1cccc2ccccc12
    -29.5 | -5.6 | 16.3 | 2.6 | -34.4 | 20.6 | -35.8 | i | 1.6
O=C(O)C1=NN(c2ccccc2)C(=O)C1
    0.7 | 6.5 | 2.3 | 1.9 | -5.2 | -2.0 | 10.5 | i | -2.5
CN(C)CCNC(=O)c1onc(CSc2nc3ccccc3[nH]2)c1C(=O)NCCN(C)C
    3.0 | -23.4 | -1.6 | 2.5 | -3.8 | 1.0 | -0.4 | i | -1.9
CC(C)c1ccc(CN2CC(C(=O)O)CC2=O)cc1 (centres undefined)
    12.2 | -0.3 | -12.1 | 3.1 | -8.9 | 1.5 | -2.6 | i | -2.3
CCC(=O)c1ccc(OC)c(OC)c1OCc1ccccc1
    -0.2 | 11.4 | -2.0 | 5.1 | 3.1 | 3.4 | -9.8 | i | -2.4
Cc1c(NS(=O)(=O)c2ccc(NC(=O)CCC(=O)O)cc2)c(=O)n(-c2ccccc2)n1C
    -2.7 | 3.2 | -3.9 | 0.5 | -4.1 | 3.5 | -9.4 | i | -3.0
CC(C)c1ccc(N(CC(=O)N2CCN(Cc3ccccc3)CC2)S(C)(=O)=O)cc1
    8.2 | 17.2 | -4.6 | 4.8 | 0.5 | 2.2 | -6.6 | i | -0.7

Compound activity from PubChem.
